N370S GC mod = qHTS Assay for Inhibitors and Activators of N370S glucocerebrosidase as a Potential Chaperone Treatment of Gaucher Disease | actives 0.092% (n = 330,000) | AID 2101, 2009 | N370S GC spleen homogenate, 4MU-glucoside fluorescence | Potency, µM (titrated, usually from 59.4 µM), inactives show at the highest dose activity change, negative = inhibition, usual class: inhibitors;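 note: 0% = full enzyme activity and -100% = no enzyme basal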
FEN1 inh = qHTS Assay for the Inhibitors of Human Flap endonuclease 1 (FEN1); P39748; Recombinant FEN1 flap cleavage, fluorescence, 15 min; Potency, µM (top dose mostly 114 µM), without a hit: at the top dose activity change, negative = inhibition, most hits filed as inhibitors; actives 0.35% (n = 390,000); AID 588795, 2011; note: nearly all actives have a fitted effect of over 65% in size
Target sequence (P39748 whole entry, looked up): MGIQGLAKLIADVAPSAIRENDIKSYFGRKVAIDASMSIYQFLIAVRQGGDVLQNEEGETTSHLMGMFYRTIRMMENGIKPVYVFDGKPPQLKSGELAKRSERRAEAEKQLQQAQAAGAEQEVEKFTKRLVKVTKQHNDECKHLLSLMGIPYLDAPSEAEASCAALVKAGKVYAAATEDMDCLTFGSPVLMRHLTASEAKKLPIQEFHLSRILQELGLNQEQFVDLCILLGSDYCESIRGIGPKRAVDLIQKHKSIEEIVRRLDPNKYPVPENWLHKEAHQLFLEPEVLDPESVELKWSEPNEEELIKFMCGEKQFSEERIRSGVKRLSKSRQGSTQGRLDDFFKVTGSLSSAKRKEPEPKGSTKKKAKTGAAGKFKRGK
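Potency values derive from four-parameter Hill fits of normalized qHTS data. The reaction used 10 nM FEN1 preincubated 15 min at room temperature with compound, then 50 nM DNA substrate, read at 0 and 15 min.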
GCN5L2 inh = qHTS Assay for Inhibitors of GCN5L2; Potency, µM (doses to about 58.9 µM), for inactives: top-dose activity change, negative = inhibition, usual class: inhibitors; GCN5L2 HAT assay, ThioGlo1 CoA-SH fluorescence; actives 0.21% (n = 390,000)
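Preincubate 20nM GCN5L2 with compound 15 min, RT → add 50uM ThioGlo1 + 75uM H3(1-25) + 70uM acetyl-CoA → read fluorescence 0 and 20 min. Primary qHTS; fluorescent artifacts likely.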
An asterisk follows results filed as active; ? = inconclusive; . = no result given; [ ] = another dose, or the depositor's remark. Calls come from the whole dose curve; as a rule, active = well fitted curve in the direction sought with a large enough effect; inconclusive = small, poorly fitted or top-dose-only effect, or another doubt; inactive = no such curve, though single readings can be large; an effect the other way counts as inactive or inconclusive. Unless noted, % is set by controls: 0 for no effect and ±100 for the full control effect; potency is the fitted concentration of half-maximal effect.

SMILES,N370S GC mod,FEN1 inh,GCN5L2 inh
CC(=O)c1c(C)oc2ccc(N(C(C)=O)S(=O)(=O)c3cccc([N+](=O)[O-])c3)cc12,-7%,-16%,-7%
CCn1cc(C(=O)N2CC(C)CC(C)C2)c(=O)c2cc(S(=O)(=O)N3CCOCC3)ccc21 (stereo not drawn),-2%,-11%,-11%
C/C(=N\NC(=O)c1ccccc1O)c1ccc(NC(=O)Cc2ccccc2)cc1,-7%,-4%,-23%
CCCC(=O)Nc1cccc(Oc2ccc3c(c2)C(=O)NC3=O)c1,-7%,-7%,-4%
CCOc1ccc(CNc2nc3ccccc3n2C)cc1,-24%,-11%,?
CC(C)N(C(=O)Cn1cc(S(=O)(=O)CC(=O)NC2CCCCC2)c2ccccc21)C(C)C,-8%,16%,-2%
N#Cc1ccc(COC(=O)c2cc(=O)c3ccccc3o2)cc1,14%,5%,-1%
Cn1cnc(C(=O)NC2CCN(C(=O)OC(C)(C)C)CC2)c1C(=O)NC1CCN(C(=O)OC(C)(C)C)CC1,.,12%,-2%
CCCc1nc2ccccc2c(=O)n1/N=C/c1ccc(O)cc1O,-6%,-2%,-7%
COc1ccc(-c2n[nH]c(=S)n2Cc2ccccc2)cc1,-1%,-1%,-6%
O=C(OCc1ccc(Cl)cc1)c1cnccn1,-2%,2%,-4%
COc1ccc(/C=N/N2CCN(c3ccccc3)CC2)cc1Br,2%,8%,-5%

Structures above that contain an aryl methoxy group, in the order listed:
SMILES,N370S GC mod,FEN1 inh,GCN5L2 inh
COc1ccc(-c2n[nH]c(=S)n2Cc2ccccc2)cc1,-1%,-1%,-6%
COc1ccc(/C=N/N2CCN(c3ccccc3)CC2)cc1Br,2%,8%,-5%

As a short view, some entries already given:
SMILES,N370S GC mod,FEN1 inh,GCN5L2 inh
CCOc1ccc(CNc2nc3ccccc3n2C)cc1,-24%,-11%,?
CC(C)N(C(=O)Cn1cc(S(=O)(=O)CC(=O)NC2CCCCC2)c2ccccc21)C(C)C,-8%,16%,-2%

The listing continues.
SMILES,N370S GC mod,FEN1 inh,GCN5L2 inh
CCC1CCC/C1=N\NC(=O)c1ccoc1C (stereo not drawn),-17%,-4%,-1%
COc1ccc(C(=O)Nn2c(SCC(=O)NCc3ccccc3)nc3ccccc3c2=O)cc1,5%,-14%,-2%
O=C(c1cnccn1)N1CCC2(CCCN(c3ncccn3)C2)CC1,-2%,.,-13%
COc1cc(/C=C2/NC(=O)N(Cc3ccccc3F)C2=O)ccc1Oc1ccc([N+](=O)[O-])cn1,0%,6%,-4%
Cc1ccc(Cn2c(SCC(=O)NCC3CCCO3)nc3c2c(=O)n(C)c(=O)n3C)cc1 (stereo not drawn),8%,-3%,-6%
Cc1nn(Cc2ccc(Cl)cc2)c(C)c1N,-6%,-20%,-2%
Cc1ccccc1CC(=O)NC1CCN(C)CC1,-2%,-5%,-9%
Cc1cc(C(=O)CN2C(=O)C3CC=CCC3C2=O)c(C)n1-c1ccccc1 (stereo not drawn),-2%[2.35 µM],-1%,1%
CCS(=O)(=O)N1CCC(C(=O)NCc2cc(OC)ccc2OC)CC1,-1%,6%,-20%
CCNC(=O)/C(=C\c1ccc2c(c1)OCO2)NC(=O)c1ccc(Br)cc1,11%,4%,-13%
CCCC(CCC)C(=O)Nc1c[nH]c(=O)[nH]c1=O,-17%,9%,0%
O=C(NNC(=O)c1cccs1)c1ccc(Cl)c(S(=O)(=O)N2CCCC2)c1,.,-3%,-12%

3 entries out of the list, sorted by formula weight, rising.
SMILES,N370S GC mod,FEN1 inh,GCN5L2 inh
C/C(=N\NC(=O)c1ccccc1O)c1ccc(NC(=O)Cc2ccccc2)cc1,-7%,-4%,-23%
CCNC(=O)/C(=C\c1ccc2c(c1)OCO2)NC(=O)c1ccc(Br)cc1,11%,4%,-13%
COc1ccc(C(=O)Nn2c(SCC(=O)NCc3ccccc3)nc3ccccc3c2=O)cc1,5%,-14%,-2%

More records follow.
SMILES,N370S GC mod,FEN1 inh,GCN5L2 inh
Cc1cccc(CN2CCC(CNC(=O)CCNC(=O)Cn3ccc4ccccc4c3=O)CC2)c1,0%,-5%,10%
COc1cccc(-n2c(CCn3nc(C)c([N+](=O)[O-])c3C)n[nH]c2=S)c1,-18%,11%,0%
CCN1C(=O)[C@H]2[C@@H](c3ccc(-c4ccc5c(c4)OCO5)c(OC)c3)N[C@@](C)(C(=O)OC)[C@H]2C1=O,.,-12%,-2%
CCOC(=O)c1c(C)nn(-c2ncccc2NC(=O)CCC(=O)O)c1C,9%,-2%,-1%
C=CCc1c(C)nc2c(OC)cccc2c1Cl,1%,5%,-23%
O=C(NCc1ccncc1)C(=O)NCC(c1ccco1)N1CCN(c2ccccc2)CC1 (stereo not drawn),0%,20%,-2%
COc1ccc(-c2ccc(N(C)C)cc2)cc1C1C2C=CCC(C)C2C(=O)N1Cc1ccccc1 (stereo not drawn),-2%,6%,.
COc1cccc(-c2nc(SCC(=O)Nc3ccc4c(c3)OCCO4)c(-c3ccc(C)cc3)[nH]2)c1,.,1%,-13%
CC(NS(C)(=O)=O)C(c1cccs1)N1CCN(c2ccccc2)CC1 (stereo not drawn),0%,-5%,0%
CCOC(=O)NC(=S)Nc1cccc(NC(=S)NC(=O)OCC)c1,12%,-9%,-6%
Cc1ccc(S(=O)(=O)Nc2ccc3c(c2)nc(CCN2CCCC2)n3C)cc1,0%,-15%,0%
O=[N+]([O-])c1ccc(N2CCN(C(=S)Nc3cccc(F)c3)CC2)cc1,9%,2%,-6%
Cc1ccc(-n2cccn2)c([C@@H]2C[C@H]3CN(C)C(=O)[C@]34CCCN24)c1,-10%,4%,-3%
COc1cc(S(=O)(=O)N(Cc2ccccn2)Cc2ccco2)ccc1-n1cnnn1,3%,3%,-5%
CCC1NC(=O)c2cc(S(N)(=O)=O)c(Cl)cc2N1 (stereo not drawn),-12%,19%,3%
CCc1cc(=O)oc2c3c(cc(OCC(=O)NCCCn4ccnc4)c12)OC(C)(C)CC3,?,-3%,?
COc1cccc(/C=N\NC(=O)C2=NNC(=O)C2C)c1O (stereo not drawn),?,7%,-6%
C/C(CCc1oc2ccccc2c1-c1ccc(C)o1)=N/O,-7%,-7%,-7%
COc1cccc(NC(=O)CSc2nc3ccccc3c(=O)n2CCCC(=O)N2CCCC2)c1,?,8%,-4%
COc1ccc(CCNc2ncnc3sc(C)cc23)cc1OC,-11%,10%,-4%
Cc1ccc(C)c(CS(=O)(=O)c2cn(CC(=O)N(C(C)C)C(C)C)c3ccccc23)c1,.,-2%,-5%
COc1ccc(OC)c(C(=O)CSc2nnnn2C)c1,12%,-10%,-7%
COc1cccc(C2CC(c3ccccc3)n3ncnc3N2)c1 (stereo not drawn),-15%,14%,-7%
Cn1nc(C(=O)NCc2cccc(F)c2)cc1C(=O)NCc1cccc(F)c1,.,-6%,0%
CN1CCN(C(=O)c2ccccc2NC(=O)c2ccc(C(C)(C)C)cc2)CC1,-17%,2%,-4%
COCC(=O)NCc1nc2cccnc2n1Cc1ccc(F)cc1,.,1%,-1%
Cc1ccc(C(=O)N2CCCC(N(C)Cc3ccccc3)C2)s1 (stereo not drawn),-13%,11%,-12%
Cc1c(C(=O)Nc2cccc(S(=O)(=O)N3CCCC3)c2)oc2ccccc12,9%,17%,0%
CC(C)C(C)(C#N)NC(=O)CSc1nc2scc(-c3ccccc3)c2c(=O)[nH]1 (stereo not drawn),?,-1%,2%
O=C(c1ccc(Cl)cc1)N(Cc1ccco1)Cc1ccco1,.,-2%,-3%
Cc1ccc(C)n1CCN1CCN(C(=O)CC#N)CC1,11%,6%,-12%
CCOC(=O)c1sc(NC(=O)CSc2nc3ccccc3s2)c(C(=O)OCC)c1C,1%,.,0%
O=C(c1ccc2snnc2c1)N1CCCC1,5%,-4%,0%
CSc1nsc(NC(=O)OCc2ccc(Cl)cc2)n1,2%,5%,-1%
O=C1N[C@@H](c2ccccc2)COC(=O)[C@@H](Cc2ccc(F)cc2)C/C=C\C[C@H]1CC(=O)N(CCO)Cc1ccccc1,.,1%,-5%
CN(C)c1cc[n+](CC(=O)Nc2ccc(Oc3ccccc3)cc2)cc1,-6%,16%,-4%
CCn1c(CNC(=O)c2cccnc2)cc2ccccc21,-7%,-4%,2%
CC1CCCN(c2nc3c(-c4ccc(Cl)cc4)nnn3c3ccccc23)C1 (stereo not drawn),.,-1%,-2%
O=C(Cn1cnc2ccccc21)OCC(=O)N1CCc2ccccc2C1,10%,6%,-2%
Cc1ccc(S(=O)(=O)CCC(=O)N2CCN(c3ccc([N+](=O)[O-])cc3)CC2)cc1,-5%,-4%,-4%
O=C(N1CCOCC1)C12CC3CC(C1)CC(c1ccccc1)(C3)C2,11%,-18%,-1%
Cc1cc(Cl)c(C)c(S(=O)(=O)N2CCN(C(=O)C3CCCO3)CC2)c1Cl (stereo not drawn),.,-3%,4%
CC1=C(C(=O)Nc2cc(C(=O)NCCCOC(C)C)ccc2C)SCCO1,1%,2%,-4%
CCCCc1nc2ccccc2c(NC(=O)CN(CC)CC)c1CCC,-2%,2%,-15%
O=C(COC(=O)COc1cccc(C(F)(F)F)c1)Nc1ccc(N2CCOCC2)cc1,.,19%,-4%
O=C(NCCCO)/C(=C\C=C\c1ccccc1)NC(=O)c1ccccc1Cl,?,-6%,-4%
O=C1C2CCCCC2C(=O)N1Cc1ccccc1 (stereo not drawn),1%,2%,1%
COc1cccc(-c2csc(N3CCN(CC(=O)NNC(=O)c4ccco4)CC3)n2)c1,-14%,-12%,-6%
CC(C)CNC(=S)N1CCC(NC(=O)c2ccco2)CC1,5%,3%,0%
COc1ccc(OC(=O)COc2ccc(C)cc2)cc1,-3%,-7%,-15%
Brc1ccc2oc(-c3ccn[nH]3)cc2c1,4%,0%,-4%
Cc1ccc(Nc2c(-c3ccccn3)nc3ccc(C)cn23)cc1,-4%,-12%,-6%
O=C(COC(=O)Cn1cnc2ccccc21)Nc1ccc(F)c(F)c1,.,8%,-2%
CN(C)c1nc(N(C)C)nc(N2CCCCC2)n1,0%,-12%,-8%
O=C(Nc1ccc(OC(F)(F)F)cc1)c1ccc2nccnc2c1,-1%,-1%,-4%
COc1cc(OC)cc(-c2c(-c3cccs3)c3cc(-c4ccc(OCc5ccccc5)cc4)ccc3n2C)c1,.,-13%,-1%
Cc1ccc(C(=O)N2CCN(c3ccccc3)CC2)cc1S(=O)(=O)N1CCCC1,-1%,-6%,-2%
COc1ccc(CCNC(=O)/C=C/c2ccc3ccccc3n2)cc1OC,-2%,2%,-3%
CON/C=N/C(=S)Nc1ncc(C(F)(F)F)cc1Cl,1%,-5%,16%
CC(=O)c1cccc(NC(=S)NC2CCCCC2)c1,-5%,3%,1%

More records follow.
SMILES,N370S GC mod,FEN1 inh,GCN5L2 inh
Cc1ccc(NC2=NC3(CCCC3)N=C(N)N2)c(C)c1,-9%,-3%,12%
COC(=O)c1ccccc1-n1cccc1C(=O)NP(=O)(N1CCOCC1)N1CCOCC1,-4%,-4%,-1%
c1ccc(CNc2nc(N3CCOCC3)nc(N3CCOCC3)n2)cc1,15%,-16%,-4%
COCCNC(=O)C(C)Oc1ccccc1 (stereo not drawn),0%,2%,16%
CC1=NN(/C(=N\c2nnc(C)s2)Nc2ccccc2)[C@H](c2cccc3ccccc23)S1,9%,-5%,-16%
CCc1ccc(N(CC(=O)NC(C)(C)CC)C(=O)CCC(=O)Nc2nccs2)cc1,-9%,10%,0%
Cc1cc(C)cc(NC(=O)CSc2nc3nc(C)cc(C)n3n2)c1,.,-6%,0%
COc1ccc(CC(=O)OCC(=O)NC2CCCC(C)C2C)cc1 (stereo not drawn),.,-2%,-6%
Cc1ccc(N(C(C)C(=O)N2CCN(Cc3ccccc3)CC2)S(C)(=O)=O)cc1 (stereo not drawn),5%,-2%,-2%
O=C(CNS(=O)(=O)c1ccc([N+](=O)[O-])cc1)N/N=C/c1ccc(O)cc1O,-7%,0%,4%
CN(CCOc1ccc(Cl)cc1)c1ccc(S(=O)(=O)N2CCCCC2)cn1,?,-2%,-9%
CN(C)c1ncc2nc(-c3ccc(F)cc3)c(=O)n(-c3ccccc3)c2n1,-8%,.,-10%
COc1cccc(C2(c3cccc(OC)c3)CC2C(=O)Nc2ccccc2Cl)c1 (stereo not drawn),4%,13%,1%
COCCNC(=O)[C@@H]1CSC2c3ccc(OC)c(OC)c3C(=O)N21 (stereo partly drawn),-18%,-10%,23%
COCCCN1CC(=O)N2C(c3cccc(C)c3)c3[nH]c4ccccc4c3C[C@H]2C1=O (stereo partly drawn),-11%,12%,-6%
N#Cc1ccc2ccn(CC(=O)NCc3ccco3)c2c1,-2%,8%,0%

Screening data as filed in PubChem BioAssay.
